Screening results: PubChem BioAssay, The Scripps Research Institute Molecular Screening Center
GPR151 ag: human GPR151 activation; Q8TDV0; PathHunter beta-arrestin GPR151 cells, luminescence; activation, % at 11.2 µM; 650,000 tested, 1% active; AID 1508602; in the data active means activation above about 4.9%;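 further: 0% = median of compound wells and 100% = cells with positive control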
Target sequence (Q8TDV0 whole entry, looked up): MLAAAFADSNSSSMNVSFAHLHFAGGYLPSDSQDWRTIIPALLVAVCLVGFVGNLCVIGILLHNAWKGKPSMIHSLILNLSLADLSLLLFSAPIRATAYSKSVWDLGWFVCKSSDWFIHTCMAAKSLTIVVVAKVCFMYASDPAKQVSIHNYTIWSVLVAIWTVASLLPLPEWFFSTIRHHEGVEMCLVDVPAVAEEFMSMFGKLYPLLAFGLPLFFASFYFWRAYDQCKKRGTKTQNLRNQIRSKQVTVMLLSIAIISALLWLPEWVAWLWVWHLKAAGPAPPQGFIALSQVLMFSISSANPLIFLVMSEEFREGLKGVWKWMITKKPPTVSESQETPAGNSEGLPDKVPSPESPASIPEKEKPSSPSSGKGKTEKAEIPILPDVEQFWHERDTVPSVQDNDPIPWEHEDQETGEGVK
MITF primary: inhibitors of human MITF. O75030. AlphaScreen MITF homodimerization, bead proximity signal. inhibition, % at 2.6 µM. 650,000 tested, 0.91% active. AID 1259374; in the data active means inhibition above about 50%;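 further: 0% = vehicle wells with protein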
FBW7 act: activators of human E3 ligase FBW7; Q969H0; AlphaScreen FBW7–phospho-cyclin E peptide binding, activator screen; normalized activity (activation), % at 26.1 µM; 650,000 tested, 0.13% active; AID 1259310; in the data active means normalized activity above about 1.9%;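 further: purified mutant Fbw7 with reduced substrate affinity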
Target sequence (Q969H0 whole entry, looked up): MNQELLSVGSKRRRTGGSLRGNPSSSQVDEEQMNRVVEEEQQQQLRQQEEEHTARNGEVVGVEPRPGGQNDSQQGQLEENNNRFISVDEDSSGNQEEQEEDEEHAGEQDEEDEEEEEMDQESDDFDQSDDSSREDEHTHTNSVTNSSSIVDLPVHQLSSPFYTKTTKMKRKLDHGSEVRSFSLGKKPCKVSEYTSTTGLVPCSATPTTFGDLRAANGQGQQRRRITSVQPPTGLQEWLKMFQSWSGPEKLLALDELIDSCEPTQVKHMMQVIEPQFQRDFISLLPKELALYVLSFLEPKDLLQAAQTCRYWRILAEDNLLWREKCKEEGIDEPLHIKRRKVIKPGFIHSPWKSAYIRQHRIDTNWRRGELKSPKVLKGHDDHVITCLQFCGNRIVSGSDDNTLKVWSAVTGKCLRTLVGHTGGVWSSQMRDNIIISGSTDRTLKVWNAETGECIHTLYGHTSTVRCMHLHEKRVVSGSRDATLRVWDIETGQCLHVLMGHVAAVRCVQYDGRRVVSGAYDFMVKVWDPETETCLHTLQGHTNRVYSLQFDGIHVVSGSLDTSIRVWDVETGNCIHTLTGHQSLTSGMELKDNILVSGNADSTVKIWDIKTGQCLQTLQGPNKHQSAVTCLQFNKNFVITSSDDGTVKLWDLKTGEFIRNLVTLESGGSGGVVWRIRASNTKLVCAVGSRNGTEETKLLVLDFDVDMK
TEAD-YAP inh: TEAD-YAP interaction inhibition. AID 1259422. inhibition, % at 9.12 µM. 640,000 tested, 1.4% active. HEK-TIYL cells, TEAD-Gal4/YAP UAS-luciferase luminescence; in the data active means inhibition above about 32%;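 further: 0% = median of test compound wells and 100% = reference inhibitor wells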
Starred values were filed as active, the others as inactive. Rows were taken by chance; 3.5% or so of the library scored in one or more.

CCC(=O)N(C)C(Cc1ccc(F)cc1F)C1CCN(C(=O)Cn2cncn2)CC1 (stereo unspecified) was read as GPR151 ag 3.4, MITF primary -13, FBW7 act -0.1 and TEAD-YAP inh -14.
Screening CCOC(=O)/C(C(N)=NCc1ccccc1)=C(/C)O returned GPR151 ag -0.1, MITF primary 15, FBW7 act -0.1 and TEAD-YAP inh 9.
Screening Cc1ccc(S(=O)(=O)N(C)CCCC(=O)NC(C)(C)CO)cc1 returned GPR151 ag 2.1, MITF primary -8, FBW7 act 0.0 and TEAD-YAP inh 3.
Screening COc1ccc(C(=O)Nc2cc(C)c(C)s2)cc1 returned GPR151 ag -6.0, MITF primary -9, FBW7 act -0.1 and TEAD-YAP inh 34*.
For CCc1c(O)nc(SCC(=O)Nc2cc(C)on2)n(-c2ccccc2)c1=O the results were GPR151 ag -0.4, MITF primary 20, FBW7 act 0.2 and TEAD-YAP inh 1.
Brc1c(C[n+]2ccccc2)nc2ccccn12 was read as GPR151 ag 0.1, MITF primary 15, FBW7 act 0.0 and TEAD-YAP inh 1.
O=S(=O)(Nc1cccc(C(F)(F)F)c1)c1ccc(NS(=O)(=O)c2ccc3c(c2)OCCO3)cc1 was read as GPR151 ag 1.1, MITF primary 7, FBW7 act 0.2 and TEAD-YAP inh 4.
`COc1ccc(C(=O)NC2CC(C)(C)NC(C)(C)C2)cc1OC` gave GPR151 ag 1.3, MITF primary 10, FBW7 act 0.0 and TEAD-YAP inh 0.
O=S(=O)(CCN1CCc2ccccc2C1)Oc1ccc(Br)cc1 was read as GPR151 ag 0.8, MITF primary -5, FBW7 act 0.0 and TEAD-YAP inh 10.
Screening C=CCNC(=O)[C@@H]1C=CCN1S(=O)(=O)c1ccc(Cl)cc1 returned GPR151 ag -1.2, MITF primary -3, FBW7 act -0.1 and TEAD-YAP inh -1.
Screening O=C(Cn1c(=O)[nH]n(-c2ccccc2)c1=O)N1CCCc2ccccc21 returned GPR151 ag -1.0, MITF primary -9, FBW7 act -0.1 and TEAD-YAP inh -3.
For CC(C)Oc1ccccc1OCCCn1c(-c2ccc(Cl)cc2)nc2ccccc2c1=O the results were GPR151 ag 1.0, MITF primary -6, FBW7 act 0.1 and TEAD-YAP inh 0.
COc1ccc(C(C)NC(=O)c2ccc(C)s2)cc1 (stereo unspecified) was read as GPR151 ag 1.5, MITF primary 16, FBW7 act 0.1 and TEAD-YAP inh 1.
Screening Oc1ccc(-c2ccccc2)cc1CN1CCCCC1 returned GPR151 ag -0.1, MITF primary -5, FBW7 act -0.2 and TEAD-YAP inh 7.
For Cn1nc(C(=O)OCc2ccc(Br)cc2)ccc1=O the results were GPR151 ag -1.1, MITF primary 8, FBW7 act 0.2 and TEAD-YAP inh 6.
For CCc1cc(=O)n(CC(=O)NCc2ccccc2)c(-n2nc(C)cc2C)n1 the results were GPR151 ag 2.1, MITF primary 6, FBW7 act 0.0 and TEAD-YAP inh 10.
For CCOc1ccccc1NC(=O)CCc1c(C)nc2c3c(C)cc(C)nc3nn2c1C the results were GPR151 ag 0.6, MITF primary -3, FBW7 act -0.1 and TEAD-YAP inh 3.
Screening Cn1c(CN2CCOCC2)nnc1SCc1ccccc1F returned GPR151 ag 1.1, MITF primary 12, FBW7 act -0.3 and TEAD-YAP inh -3.
COc1ccc(CN2CCC(Nc3nc4c(c(=O)[nH]3)CCC4)CC2)cc1 was read as GPR151 ag 0.3, MITF primary -10, FBW7 act 0.0 and TEAD-YAP inh 3.
Screening Cc1ccc(C(=O)NCCNc2ccc([N+](=O)[O-])cc2)cc1 returned GPR151 ag -0.8, MITF primary -1, FBW7 act -0.2 and TEAD-YAP inh 2.
CCOc1ccccc1NC(=O)CSc1nnc2[nH]c(=O)cc(C)n12 was read as GPR151 ag 0.2, MITF primary 3, FBW7 act 0.5 and TEAD-YAP inh 4.
CC(C)Cn1c(C(C)C)nc([N+](=O)[O-])c1Cl was read as GPR151 ag 4.6, MITF primary 7, FBW7 act 0.2 and TEAD-YAP inh 15.
For CCCCNS(=O)(=O)c1ccc(OCC(=O)N2CCCCC2)cc1 the results were GPR151 ag -1.5, MITF primary 2, FBW7 act -0.2 and TEAD-YAP inh -2.
`Cc1ccc(-n2nnnc2SCC(=O)c2ccc3c(c2)CCCC3)cc1` gave GPR151 ag 1.8, MITF primary -2, FBW7 act -0.1 and TEAD-YAP inh -3.

A run of entries from the list above, for reference:
For CCCCNS(=O)(=O)c1ccc(OCC(=O)N2CCCCC2)cc1 the results were GPR151 ag -1.5, MITF primary 2, FBW7 act -0.2 and TEAD-YAP inh -2.
`Cc1ccc(-n2nnnc2SCC(=O)c2ccc3c(c2)CCCC3)cc1` gave GPR151 ag 1.8, MITF primary -2, FBW7 act -0.1 and TEAD-YAP inh -3.

Following part.
CC(=O)C1=C(C)NC(SCC(=O)c2ccc([N+](=O)[O-])cc2)=C(C#N)C1c1ccccc1 (stereo unspecified) was read as GPR151 ag 0.1, MITF primary -6, FBW7 act 0.1 and TEAD-YAP inh -11.
`CCN1/C(=C/c2ccc3cc(NC(C)=O)ccc3[n+]2CC)Sc2cc(C)ccc21` gave GPR151 ag -0.2, MITF primary 25, FBW7 act 0.0 and TEAD-YAP inh 15.
Screening CCOC(=O)C1=C(C)N=c2s/c(=C/c3ccc([N+](=O)[O-])cc3)c(=O)n2C1c1ccco1 (stereo unspecified) returned GPR151 ag -0.3, MITF primary 2, FBW7 act -0.1 and TEAD-YAP inh 2.
`COc1cc(-c2nnco2)cc(OC)c1OC` gave GPR151 ag 0.9, MITF primary 6, FBW7 act 0.5 and TEAD-YAP inh -7.
Screening Cc1c(CNC2CCCCC2C)c(C(=O)O)c(C)n1Cc1ccccc1 (stereo unspecified) returned GPR151 ag -1.3, MITF primary 16, FBW7 act 0.0 and TEAD-YAP inh 3.
`COC(=O)Cc1c(C)nc2nc(-c3ccccc3)[nH]n2c1=O` gave GPR151 ag -2.0, MITF primary -1, FBW7 act 0.1 and TEAD-YAP inh -1.
c1cn(-c2ccc(Nc3nccc(NC4CC4)n3)cc2)cn1 was read as GPR151 ag 1.9, MITF primary 1, FBW7 act -0.2 and TEAD-YAP inh -62.
O=[N+]([O-])c1cc(S(=O)(=O)N2CCOCC2)ccc1Sc1nnc2ccccn12 was read as GPR151 ag -0.8, MITF primary 8, FBW7 act 0.4 and TEAD-YAP inh 7.
For Cc1ccc(NC(=O)/C=C/C(=O)OCC(F)(F)C(F)F)cc1 the results were GPR151 ag -0.8, MITF primary 16, FBW7 act 0.1 and TEAD-YAP inh 7.
`C=CCn1c(CN(C)Cc2cccn2C)nnc1SCC1CCCO1` (stereo unspecified) gave GPR151 ag 0.2, MITF primary -5, FBW7 act -0.1 and TEAD-YAP inh 6.
Screening O=C(Nc1c([N+](=O)[O-])cccc1[N+](=O)[O-])c1ccccc1 returned GPR151 ag 1.4, MITF primary -2, FBW7 act -0.1 and TEAD-YAP inh -8.
COc1ccc(-c2cc(C(F)(F)F)n3ncc(C(=O)N4CCSCC4)c3n2)cc1 was read as GPR151 ag -1.5, MITF primary 18, FBW7 act 0.3 and TEAD-YAP inh -4.
For O=C(COC(=O)CCC(=O)c1ccc(F)cc1)Nc1ccc(F)cc1F the results were GPR151 ag 0.3, MITF primary -22, FBW7 act 0.0 and TEAD-YAP inh -3.
`CCCCNc1nc(SCC(=O)NC2CCCCC2)nc2ccccc12` gave GPR151 ag -1.9, MITF primary 12, FBW7 act 1.2 and TEAD-YAP inh 10.
Screening CC(C)(C)c1nnc(NC2CCCCC2)[nH]c1=O returned GPR151 ag -1.1, MITF primary -1, FBW7 act 0.1 and TEAD-YAP inh -3.
Screening O=C1OC(c2cccc(Cl)c2Cl)=N/C1=C/c1cccc(Cl)c1Cl returned GPR151 ag -1.9, MITF primary 11, FBW7 act 0.1 and TEAD-YAP inh 6.
O=C1c2ccccc2C(=O)N1Cc1ccc(S(=O)(=O)Nc2ccc(Cl)cn2)cc1 was read as GPR151 ag 0.1, MITF primary 0, FBW7 act -0.1 and TEAD-YAP inh 4.
O=C(c1ccc([N+](=O)[O-])cc1)c1cc2ccccc2o1 was read as GPR151 ag 2.9, MITF primary 7, FBW7 act 0.1 and TEAD-YAP inh 10.
Screening CCc1ccc(NC(=O)N[C@H]2C[C@H]3C(=O)N[C@@H](C)C(=O)N3C2)cc1 returned GPR151 ag 0.2, MITF primary 5, FBW7 act -0.2 and TEAD-YAP inh 15.
Screening Cc1ccc2nc(/C(C#N)=C/c3ccc(-c4cccc(Cl)c4)o3)[nH]c2c1 returned GPR151 ag -0.5, MITF primary -7, FBW7 act 0.1 and TEAD-YAP inh -11.
`CC(C)=CC(=O)Nc1ccc(S(=O)(=O)Nc2cc(C)on2)cc1` gave GPR151 ag 0.2, MITF primary -16, FBW7 act 0.3 and TEAD-YAP inh -3.
O=C(NCCCN1CCOCC1)c1cc2n(n1)C(C(F)(F)F)CC(c1ccc(Cl)cc1)N2 (stereo unspecified) was read as GPR151 ag 1.1, MITF primary 5, FBW7 act -0.1 and TEAD-YAP inh 4.
Screening CCOC(=O)CNC(=O)N1CC(CC)Sc2ccccc21 (stereo unspecified) returned GPR151 ag -2.2, MITF primary 4, FBW7 act 0.2 and TEAD-YAP inh 4.
`COc1ccc(S(=O)(=O)Nc2nc(-c3ccc(F)cc3)cs2)cc1` gave GPR151 ag 4.0, MITF primary 14, FBW7 act 0.0 and TEAD-YAP inh -23.
Cc1cccnc1C(NC(=O)C1CCN(C(=O)c2ccoc2)CC1)c1ccccc1 (stereo unspecified) was read as GPR151 ag -0.4, MITF primary 13, FBW7 act 1.6 and TEAD-YAP inh -6.
For Cc1ccc(C(=O)C(=O)c2ccc(C)c(N)c2)cc1N the results were GPR151 ag 1.2, MITF primary -4, FBW7 act 0.0 and TEAD-YAP inh -2.
`Fc1ccccc1N1CCN(c2ncnc3sc4c(c23)CCCC4)CC1` gave GPR151 ag -0.2, MITF primary 16, FBW7 act 0.7 and TEAD-YAP inh -13.
Screening COC(C(=O)Nc1ccnn1C1CCN(Cc2ccc(C)cc2C)CC1)c1ccccc1 (stereo unspecified) returned GPR151 ag -0.3, MITF primary 9, FBW7 act -0.1 and TEAD-YAP inh 5.
Screening CCOc1ccc(Br)cc1C(=O)N/N=C/c1ccc(OC)cc1OC returned GPR151 ag 0.9, MITF primary -1, FBW7 act -0.1 and TEAD-YAP inh -1.
O=C(COc1ccc(C(F)(F)F)cc1[N+](=O)[O-])Nc1ccccc1Br was read as GPR151 ag -1.1, MITF primary 4, FBW7 act 0.3 and TEAD-YAP inh -12.
Screening COc1ccccc1CNc1nc(N)n(-c2ccccc2)n1 returned GPR151 ag 0.3, MITF primary 3, FBW7 act 0.1 and TEAD-YAP inh -12.
`C=CCNC(=O)/C(=C/c1ccc2c(c1)OCO2)NC(=O)c1ccc(OC)cc1` gave GPR151 ag -0.7, MITF primary -12, FBW7 act -0.1 and TEAD-YAP inh -13.
For COc1ccc(OC)c(/C=C2/C(=O)NC(=O)N(c3ccccc3OC)C2=O)c1 the results were GPR151 ag 3.1, MITF primary -12, FBW7 act 0.0 and TEAD-YAP inh -6.
CCCSc1nc2sc3c(c2c(=O)n1-c1ccccc1)CCCCC3 was read as GPR151 ag -0.9, MITF primary 4, FBW7 act -0.1 and TEAD-YAP inh 1.
For CN(C)c1ccc(/C=C2\C(=O)NC(=O)N(c3ccccc3)C2=O)cc1[N+](=O)[O-] the results were GPR151 ag 1.0, MITF primary 2, FBW7 act -0.1 and TEAD-YAP inh 4.
`C[C@H](NC(=O)/C(C#N)=C/c1ccc(O)c(O)c1)c1ccccc1` gave GPR151 ag -1.3, MITF primary 2 and FBW7 act -0.1.
`COc1ccc(C2Nn3c(C)nnc3SC2C(=O)NCc2ccco2)cc1` (stereo unspecified) gave GPR151 ag 0.0, MITF primary -1, FBW7 act -0.1 and TEAD-YAP inh 0.
CCOc1ccccc1-c1noc(C)n1 was read as GPR151 ag 0.1, MITF primary 0, FBW7 act -0.1 and TEAD-YAP inh -1.
Screening CC(C)NC(=O)C1CCC(=O)N1Cc1ccccc1Cl (stereo unspecified) returned GPR151 ag 0.3, MITF primary 5, FBW7 act 0.1 and TEAD-YAP inh -17.

Molecules listed so far that have an aryl thioether with sulfur outside any ring (eight):
For CCc1c(O)nc(SCC(=O)Nc2cc(C)on2)n(-c2ccccc2)c1=O the results were GPR151 ag -0.4, MITF primary 20, FBW7 act 0.2 and TEAD-YAP inh 1.
Screening Cn1c(CN2CCOCC2)nnc1SCc1ccccc1F returned GPR151 ag 1.1, MITF primary 12, FBW7 act -0.3 and TEAD-YAP inh -3.
CCOc1ccccc1NC(=O)CSc1nnc2[nH]c(=O)cc(C)n12 was read as GPR151 ag 0.2, MITF primary 3, FBW7 act 0.5 and TEAD-YAP inh 4.
`Cc1ccc(-n2nnnc2SCC(=O)c2ccc3c(c2)CCCC3)cc1` gave GPR151 ag 1.8, MITF primary -2, FBW7 act -0.1 and TEAD-YAP inh -3.
O=[N+]([O-])c1cc(S(=O)(=O)N2CCOCC2)ccc1Sc1nnc2ccccn12 was read as GPR151 ag -0.8, MITF primary 8, FBW7 act 0.4 and TEAD-YAP inh 7.
`C=CCn1c(CN(C)Cc2cccn2C)nnc1SCC1CCCO1` (stereo unspecified) gave GPR151 ag 0.2, MITF primary -5, FBW7 act -0.1 and TEAD-YAP inh 6.
`CCCCNc1nc(SCC(=O)NC2CCCCC2)nc2ccccc12` gave GPR151 ag -1.9, MITF primary 12, FBW7 act 1.2 and TEAD-YAP inh 10.
CCCSc1nc2sc3c(c2c(=O)n1-c1ccccc1)CCCCC3 was read as GPR151 ag -0.9, MITF primary 4, FBW7 act -0.1 and TEAD-YAP inh 1.
